KOR beta-arrestin-1: kappa opioid receptor blockers – cell-based, luminescence, uHTS (AID 1778); KOR beta-arrestin recruitment, luminescence, antagonist mode; higher % means a stronger effect; inhibition, % at 10 µM; hits with a dose series show IC50 in µM; actives 0.091% (n = 290,000); note: strong numbers were not always called active
Myeloid diff MLP: compounds promoting myeloid differentiation | ER-HoxA9 myeloid progenitors, lysozyme-GFP differentiation, flow cytometry | calls only at 10 µM | actives 1% (n = 360,000) | AID 624256;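 active = normalized GFP-positive differentiation at or above the plate's own cutoff, the solvent-only control mean plus 3 SD; inconclusive = no clear call, values can overlap the other calls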;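 note: cells exposed to compound for four days before flow analysis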
GPR55 activation: selective activators of receptor GPR55 – imaging, U2OS cells, beta-arrestin-GFP redistribution, primary screen (AID 1961). U2OS GPR55 beta-arrestin-GFP redistribution imaging; higher % means a stronger effect. activation, % at 10 µM; hits with a dose series show EC50 in µM. actives 0.048% (n = 290,000);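 active = activation above 40% with more than 50 cells counted in the well; inconclusive = wells holding fewer than 50 cells, flagged as toxic or sparse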;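 note: U2OS osteosarcoma cells stably expressing GPR55 and beta-arrestin-GFP; plate controls were DMSO negative control for no effect and LPI positive control for full effect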
GPR55 antagonists: GPR55 antagonists blocking LPI-driven arrestin recruitment, primary screen, imaging, U2OS, beta-arrestin-GFP, LPI agonist (AID 2013); U2OS GPR55 beta-arrestin-GFP translocation imaging, LPI antagonism; higher % means a stronger effect; actives 0.13% (n = 290,000); inhibition, % at 10 µM; hits with a dose series show IC50 in µM;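 active = spots per cell inhibited over 60%, with over 100 cells counted and total cytoplasm intensity under 500,000; inconclusive = wells with under 100 cells, flagged as likely toxic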;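 note: U2OS cells stably carrying GPR55 and arrestin-GFP stimulated by 5 µM LPI near EC80; imaged beta-arrestin-GFP aggregate spots per cell after agonist stimulation; plate controls were LPI-stimulated DMSO wells for no effect and DMSO wells without LPI for full effect; some results filed as inactive read as strong as hits; confirmed hits need IC50 under 10 µM and bright autofluorescent wells are also inconclusive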
GPR35 antagonists: inhibition of zaprinast-stimulated GPR35 beta-arrestin translocation – imaging, U2OS, beta-arrestin-GFP, zaprinast agonist, primary screen (AID 2058). U2OS GPR35 beta-arrestin-GFP translocation imaging, zaprinast antagonism; higher % means a stronger effect. inhibition, % at 10 µM, or IC50 in µM where a hit was titrated. actives 0.052% (n = 290,000);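 active = inhibition of at least 50% with at least 30 cells and total cytoplasm GFP at most 10,000,000; inconclusive = under 30 cells or total GFP of 10,000,000 plus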
NOD2 inhibition: inhibition of NOD2-driven NF-kB reporter – cell-based, luminescence, uHTS, HEK293 (AID 1566). HEK293 NOD2/NF-kB luciferase reporter, luminescence; higher % means a stronger effect. inhibition, % at 4 µM; hits with a dose series show EC50 in µM. actives 0.63% (n = 290,000); note: many of its hits are not listed in these tables
KOR beta-arrestin-2: kappa opioid receptor activators – cell-based, luminescence, uHTS, primary screen (AID 1777) | activation, % at 10 µM; hits with a dose series show EC50 in µM | KOR beta-arrestin recruitment, luminescence; higher % means a stronger effect | actives 0.02% (n = 280,000); in the data active = activation above about 50%, passing the limit was not always enough; note: a part of the inactive calls stands beside numbers as strong as those of hits
HIV peptide binding: inhibitors of HIV fusion peptide binding, primary screen, biochemical, uHTS, fluorescence dequenching (AID 1986) | inhibition, % at 20 µM; hits with a dose series show IC50 in µM | actives 0.3% (n = 290,000) | cell-free peptide binding, fluorescence dequenching, 30 min; higher % means a stronger effect; in the data active = inhibition mostly above about 52%, no sharp cut-off; inactive = mostly below about 76%; note: some results filed as inactive read as strong as hits
NOD1 inhibition: NOD1 signaling inhibitors, primary screen, cell-based, luminescence, uHTS (AID 1578). NOD1-driven NF-kB luciferase reporter cells, luminescence; higher % means a stronger effect. inhibition, % at 4 µM, or EC50 in µM where a hit was titrated. actives 1% (n = 290,000); in the data active = inhibition mostly above about 36%, no sharp cut-off; inactive = mostly below about 34%;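 note: HEK-293T reporter cells stimulated with the NOD1 agonist gamma-tri-DAP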
Myeloid diff MLP GFP+ MAC1+ %: also measured in Myeloid diff MLP; calls as there; GFP+ MAC1+ double positive, %; measured here: differentiation confirmed by MAC1 staining
Starred values were filed as active, the others as inactive; i = inactive; ? = inconclusive; . = not tested or not shown; + = active, no number; [ ] = another dose, or the depositor's remark. Cut-off read from the data, not from the text of the source, unless noted: active = inhibition above about 50%; inactive = the rest.

SMILES	KOR beta-arrestin-1	Myeloid diff MLP	Myeloid diff MLP GFP+ MAC1+ %	GPR55 activation	GPR55 antagonists	GPR35 antagonists	NOD2 inhibition	KOR beta-arrestin-2	HIV peptide binding	NOD1 inhibition
Cc1nc(N)nc2c1CCCC2	16%	i	0.6	-0.1%	0%	-2%	-23%	6.1%	-1.2%	-32%
CC1CCN(c2nc(CN3CCCCC3)nc3scc(-c4ccccc4)c23)CC1	-44%	i	2.5	1.4%	37%	-1%	4%	1.8%	-2.7%	-4%
O=C(NCC1COCCO1)c1ccc2nc(Cc3cccc(Cl)c3)oc2c1 (stereo unspecified)	-2%	i	0.7	0.0%	-20%	5%	15%	2.6%	-0.2%	-18%
C=C(C)Cc1c(C)nc(-c2ccccc2)[nH]c1=O	16%	i	0.9	-0.4%	10%	4%	7%	-1.8%	1.2%	-27%
CC/C(O)=C1\C(=O)CC(c2ccccc2)CC1=NCCc1c(C)[nH]c2ccc(C)cc12 (stereo unspecified)	25%	+	8.8*	0.2%	6%	-6%	5%	-4.4%	-2.4%	-31%
O=C1c2cccnc2C(=O)N1Cc1ccco1	-37%	i	8.3	-0.1%	-13%	14%	8%	-7.0%	-1.8%	-3%
CCOc1ccc(S(=O)(=O)N2CCN(c3ccc(OC)cc3)CC2)c2cccnc12	17%	i	0.0	0.2%	26%	5%	9%	-0.9%	29%	-12%
COc1ccc(C2C3=C(CCCC3=O)NC3=C2C(=O)c2ccccc23)cc1 (stereo unspecified)	19%	i	0.9	-0.6%	8%	-4%	6%	3.4%	-5.2%	-1%
O=C(Nc1ccccc1)OCCN1CCN(Cc2ccccc2)CCC1=O	-7%	i	2.2	-0.3%	99%	11%	4%	-3.5%	-0.8%	-6%
CCOc1cc2[nH]c(=S)n(Cc3ccc(C(=O)O)cc3)c(=O)c2cc1OCC	-10%	i	1.0	-0.2%	0%	-3%	-16%	-1.7%	5.3%	-11%
Cc1cc(C(C)(C)C)oc1C(=O)N(CC(=O)NC1CCCC1)Cc1ccc(Cl)cc1	-12%	i	10	-0.3%	2%	-10%	-18%	-1.3%	0.6%	-17%
CC1CCCCN1C(=O)CNCc1ccc(F)cc1 (stereo unspecified)	-2%	i	0.2	0.3%	8%	2%	-3%	-4.0%	3.4%	-1%
O=C1CSC(c2ccccc2[N+](=O)[O-])N1c1cccc(F)c1 (stereo unspecified)	-14%	i	0.9	-0.2%	8%	4%	2%	0.8%	0.7%	-33%
CC(=O)c1c(N2CCCCC2)nc(=S)n(-c2ccccc2)c1C	-4%	i	1.1	-0.2%	8%	-4%	20%	1.8%	-0.7%	-4%
COc1cc(/C=C/C(=O)NCC2CCCCC2)cc(OC)c1OC	-6%	i	0.8	-0.1%	11%	10%	1%	5.3%	-2.8%	-16%
CC(=O)C1CCN(Cc2ccccc2)CC1	18%	i	1.1	0.2%	-1%	-8%	9%	1.5%	0.4%	10%
COCC(=O)NNC(=O)Cc1ccc(Cl)cc1	16%[20 µM]	i	0.2	0.0%	-2%	-6%	16%	-2.4%	0.3%	-24%
CC(C)CN(CC(C)C)C(=O)c1cc(S(=O)(=O)N2CCCCC2)c[nH]1	-3%	i	1.9	-0.2%	-1%	-4%	2%	-0.8%	0.4%	-4%
O=C(Nc1ccccc1)C1CCN(C(=O)c2ccc(Br)cc2)CC1	28%	i	1.8	0.6%	8%	-6%	14%	-1.6%	1.9%	-29%
O=c1nc(N/N=C/c2ccccn2)cn[nH]1	23%	?	.	-0.2%	-3%	-18%	-64%	-4.0%	1.3%	-21%
C/C(=N\NC(=O)c1ccccc1F)c1cccc(NC(=O)c2ccccc2)c1	-5%	i	1.2	0.0%	-8%	11%	9%	-0.3%	6.6%	-33%
O=C(O)C1CSC2(c3ccc4c(c3)OCCO4)CCC(=O)N12 (stereo unspecified)	3%	i	1.9	0.0%	-2%	9%	-1%	-0.1%	-1.7%	-20%
CCCCC(=O)Nc1cccc(NC(=S)NC(=O)COc2ccccc2Cl)c1	-28%	i	0.4	0.2%	-2%	2%	-10%	39%	-0.7%	2%
CC[C@]1(c2ccccc2OC)C(=O)N(C(=O)OC)N1C(=O)OC	16%[20 µM]	i	2.4	0.2%	-6%	6%	24%	2.6%	1.0%	42%
CC(NC(=O)C(=O)NCCCn1ccnc1)c1ccccc1 (stereo unspecified)	5%	i	0.0	-0.1%	11%	-8%	-1%	-4.8%	1.3%	-34%

(next part)
SMILES	KOR beta-arrestin-1	Myeloid diff MLP	Myeloid diff MLP GFP+ MAC1+ %	GPR55 activation	GPR55 antagonists	GPR35 antagonists	NOD2 inhibition	KOR beta-arrestin-2	HIV peptide binding	NOD1 inhibition
Cc1nc2ccccn2c1C(=O)N/N=C/c1ccccc1	-14%	i	0.9	-0.1%	13%	2%	17%	3.5%	0.7%	-7%
COc1ccccc1C(=O)NNC(=S)NC(=O)c1cc(OC)c(OC)c(OC)c1	59%	i	0.1	0.0%	16%	-5%	19%	-11%	3.7%	-11%
COc1ccc(-c2nc(-c3ccccc3)no2)c(OC)c1	-5%	i	6.2	-0.2%	2%	-6%	-43%	-1.7%	-0.4%	-2%
O=C(OCC(=O)N1N=C(c2ccc(Cl)cc2)CC1c1ccco1)c1ccco1 (stereo unspecified)	1%	i	0.9	-0.7%	11%	-7%	18%	-3.0%	1.2%	-17%
O=C(CN1CCC(C(=O)c2ccc(F)cc2)CC1)Nc1ccccc1	-20%	i	5.8	0.1%	-9%	-15%	24%	-21%	-0.7%	18%
CC(=O)N/C(=C\c1ccc(F)cc1)C(=O)N(C)C	.	i	0.0	0.3%	7%	-12%	10%	2.6%	-0.3%	-23%
Cn1c(SCC(=O)NCc2ccc3c(c2)OCO3)nnc1-c1cccs1	-14%	i	1.8	-0.1%	10%	15%	2%	.	1.4%	-12%
CCc1ccc(C2N(c3ccc(OC)cc3)C(=O)C3CCCN32)cc1 (stereo unspecified)	6%	i	1.5	-0.2%	-10%	-3%	-7%	5.0%	0.5%	2%
COc1ccc(N(C(=O)c2snc(C(N)=O)c2N)C(C(=O)NC2CCCC2)c2ccc3ncccc3c2)cc1 (stereo unspecified)	-17%	i	0.6	-0.2%	-5%	5%	23%	-0.9%	3.7%	15%
O=C(CSc1n[nH]c(-c2cccs2)n1)NCc1ccc2c(c1)OCO2	3%	i	0.4	-0.1%	-6%	10%	-11%	2.5%	1.0%	-29%
COc1ccc(Cc2nc3ccc(C(=O)NC(C)c4cnn(C)c4)cc3o2)cc1 (stereo unspecified)	-10%	i	1.6	-0.1%	12%	9%	14%	4.4%	0.9%	-4%
O=C(NCc1cccnc1)c1cccc(F)c1	-8%	i	1.0	-0.1%	11%	15%	7%	-2.6%	1.1%	-18%
CC(=O)/C(=C/c1ccc(N(C)C)cc1)C(=O)c1ccccc1	-10%	i	0.4	-0.1%	-2%	0%	-8%	-3.4%	-3.3%	-19%
Cc1ccc(-n2c(SCC(=O)N3CCCCC3)nc(O)c(Cc3ccccc3)c2=O)cc1	-30%	i	0.4	-0.1%	-4%	0%	1%	2.5%	0.5%	-19%
O=C(Nc1cccc(F)c1)C1CC(=O)N(c2ccc(Br)cc2)C1 (stereo unspecified)	-55%	i	0.6	0.2%	6%	10%	-15%	-1.2%	-1.7%	-17%
N#C/C(=C\c1ccc(-c2ccccc2[N+](=O)[O-])o1)C(=O)Nc1nc(-c2cccs2)cs1	-3%	i	1.1	-0.2%	7%	15%	22%	-3.9%	29%	44%
O=[N+]([O-])c1cccc(-c2cc(-c3cc(Br)ccc3O)[nH]n2)c1	-47%	.	.	0.2%	1%	5%	-8%	7.9%	-0.5%	7%
COc1ccc(CNC(=O)c2sc3nc4c(c(C(F)(F)F)c3c2N)CCC4)cc1	-8%	.	.	0.1%	-4%	-12%	-1%	-0.5%	3.3%	8%
Cc1ccc(C)n1NC(=O)c1ccc(O)cc1	-16%	i	0.8	-0.1%	16%	0%	8%	-4.9%	-1.1%	14%
CCOc1ccc(N2CC(C(=O)Nc3nnc(C4CCCCC4)s3)CC2=O)cc1 (stereo unspecified)	5%	i	0.9	.	-2%	0%	-4%	-2.7%	1.4%	-28%
COc1cc(-c2nc(CN3CCN(C(=O)c4ccco4)CC3)c(C)o2)ccc1F	13%	i	0.5	0.0%	17%	9%	4%	-2.4%	1.5%	-35%
Cc1cc(N2CCC(C)CC2)c(F)cc1[N+](=O)[O-]	3%	i	1.0	-0.2%	7%	-8%	4%	-1.9%	0.1%	-8%
CN(C)c1cc(-c2ccc(Cl)cc2Cl)oc(=O)c1Cl	0%	i	0.9	0.0%	0%	2%	-13%	4.7%	-2.9%	21%
CC(C)C(O)(CC#CCN1CCCC1)c1ccccc1 (stereo unspecified)	-83%	i	0.5	-0.1%	4%	-7%	-8%	6.8%	-0.7%	6%
Cc1cccc(CCNC(=O)C2CCC(CNS(=O)(=O)c3cccs3)CC2)c1 (stereo unspecified)	-38%	i	0.3	-0.2%	1%	-16%	10%	7.3%	1.0%	-6%

Additional structures follow.
SMILES	KOR beta-arrestin-1	Myeloid diff MLP	Myeloid diff MLP GFP+ MAC1+ %	GPR55 activation	GPR55 antagonists	GPR35 antagonists	NOD2 inhibition	KOR beta-arrestin-2	HIV peptide binding	NOD1 inhibition
COc1ccc(CCNC(=O)CSc2ccc(-c3cccs3)nn2)cc1	3%	i	0.5	0.6%	14%	-5%	8%	-6.6%	0.8%	-11%
CN1CCN(C(=S)SCC(=O)Nc2nc(-c3ccccc3)c(-c3ccccc3)o2)CC1	9%	i	0.7	-0.3%	1%	6%	-1%	-6.2%	-2.9%	-4%
C/C(=N\NC(=O)CC#N)c1cc2ccccc2oc1=O	10%	i	0.2	0.0%	18%	10%	10%	-0.3%	-0.1%	12%
CC(NC(=O)COc1ccc(-c2ccccc2)cc1)C1CCCO1 (stereo unspecified)	-17%	i	0.7	0.0%	-10%	-7%	0%	3.6%	-0.4%	-32%
CCOc1ccc(NC2=C(Cl)C(=O)N(Cc3ccccc3)C2=O)cc1	45%	i	2.2	0.2%	6%	-6%	35%	-2.8%	0.9%	24%
CCOC(=O)CCP(=O)(O)C(O)c1ccc(OC)cc1 (stereo unspecified)	-9%	.	.	-0.3%	8%	-6%	3%	-4.6%	-2.9%	0%
O=C(CSc1ccsc1[N+](=O)[O-])N1CCN(c2ccccc2)CC1	23%	i	0.5	0.2%	20%	-11%	-20%	2.4%	9.2%	-2%

Assay outcomes as filed in PubChem BioAssay.

These rows are one share of the data; the hit share may differ from the screen's.
